Assay outcomes: PubChem BioAssay, National Center for Advancing Translational Sciences (NCATS)
HCV inh: blocks hepatitis C virus; Huh7.5.1 HCVcc-Cre infection, luciferase reporter, 44 h; Potency, µM (titrated, usually from 41.8 µM), without a hit: at the top dose activity change, negative = inhibition, most hits filed as inhibitors; 340,000 tested, 3.4% active; also: potency is read from the fitted curve at half-maximal effect; % is scaled to controls: 0 for no effect and ±100 for the full control effect
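Whole-lifecycle infectious HCVcc-Cre system; cells 1,000/well, compound then virus (~0.5 moi) added 4 h after plating, 44 h culture. Luciferase read 15 sec following 15 min substrate incubation, room temp.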
FBPA Giardia inh: inhibitors of Giardia lamblia fructose-1,6-bisphosphate aldolase. purified Giardia FBPA. 290,000 tested, 0.71% active. A8B2U2. Potency, µM (highest dose often 59.6 µM), for the others: at the top dose activity, negative = inhibition, hits mostly inhibitors; also: potency is read from the fitted curve at half-maximal effect; % is scaled to controls: 0 for no effect and ±100 for the full control effect; nearly all actives have a fitted effect of over 55% in size
Target sequence (A8B2U2 whole entry, looked up): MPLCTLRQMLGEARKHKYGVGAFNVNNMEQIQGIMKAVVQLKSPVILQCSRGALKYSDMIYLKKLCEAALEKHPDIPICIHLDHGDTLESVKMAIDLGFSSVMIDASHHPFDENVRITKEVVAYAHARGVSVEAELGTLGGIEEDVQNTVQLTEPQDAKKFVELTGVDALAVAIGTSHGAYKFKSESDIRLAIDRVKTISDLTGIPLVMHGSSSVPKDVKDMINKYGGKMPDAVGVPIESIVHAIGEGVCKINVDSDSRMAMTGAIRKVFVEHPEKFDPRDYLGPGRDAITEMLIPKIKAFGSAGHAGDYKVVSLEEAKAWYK
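Giardia FBPA (40 nM reagent) was preincubated 10 min at RT with compound (up to 57.5 uM final), then substrate plus GAPDH/TPI/NAD/arsenate coupling system with diaphorase/resazurin was added; resorufin fluorescence (525/598 nm) was read after 20 min.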
Pf growth 96h: P. falciparum growth inhibition at 96 hours | P. falciparum luciferase reporter growth, 96 h | Potency, µM (series often up to 28.7 µM), for inactives: at the top dose activity change, negative = inhibition, actives largely listed as inhibitors | 320,000 tested, 6.9% active | AID 504834; also: potency is read from the fitted curve at half-maximal effect; % is scaled to controls: 0 for no effect and ±100 for the full control effect
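Infected RBCs, 2% Hct / 0.05% parasitemia final; luciferase-reporter P. falciparum; cpd 96 h, 37 C, 5% CO2; luciferase detection reagent; luminescence.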
CHX counter: affects cycloheximide protein synthesis inhibition readout, counter-screen; 300,000 tested, 12% active; cell reporter, cycloheximide protein synthesis inhibition counterscreen; AID 2314; max response, %; in the data active = max response mostly above about 13%, no sharp cut-off; inactive = mostly below about 14%; also: read at 38.3 µM for the half of the compounds with a filed dose; 0% is about no effect
Shiga inhibitor: Shiga toxin inhibition; Vero cells, Shiga toxin protein synthesis inhibition reporter; 290,000 tested, 9.2% active; inhibition, % at 38.7 µM; in the data active = inhibition mostly above about 28%, no sharp cut-off; inactive = mostly below about 43%; also: 0% is about no effect
Pf growth 48h: P. falciparum growth inhibition at 48 hours (one generation); 310,000 tested, 5.9% active; AID 504832; P. falciparum luciferase growth in erythrocytes, 48 h; Potency, µM (highest dose often 28.7 µM), for the others: at the top dose activity change, negative = inhibition, most hits filed as inhibitors; also: potency is read from the fitted curve at half-maximal effect; % is scaled to controls: 0 for no effect and ±100 for the full control effect
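Luciferase-expressing P. falciparum in infected erythrocytes (2% hematocrit, 0.1% parasitemia final) in RPMI 1640/0.5% Albumax were exposed to compound for 48 hours at 37 C, 5% CO2; growth read as luminescence.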
Active calls of the source: *; i = inactive; ? = inconclusive; · = no result given; & = joins results of further samples; [ ] = dose if it differs, or a comment. Unless noted, calls follow the shape of the dose curve; as a rule, active = well fitted curve in the direction sought with a large enough effect; inconclusive = small, poorly fitted or top-dose-only effect, or another doubt; inactive = no such curve, though single readings can be large; an effect the other way counts as inactive or inconclusive. Outcome played no part in choosing rows. Share with any hit: about 24%.

Sample of the layout (2 entries):
Results follow in this order: HCV inh, FBPA Giardia inh, Pf growth 96h, CHX counter, Shiga inhibitor, Pf growth 48h
CC(C)n1c(CCCO)nc2ccccc21
→ 6.4%, -5.8%, ·, -1.0, 1.9, 8.8%
CC(C)COP(=O)(c1ccc(N(C)C)cc1)C(O)c1ccccn1 (stereo unspecified)
→ 8.3%, -20.0%, 12.9%, -2.6, 16.5, 1.4%

The listing, repeating the preview:
Results follow in this order: HCV inh, FBPA Giardia inh, Pf growth 96h, CHX counter, Shiga inhibitor, Pf growth 48h
CC(C)n1c(CCCO)nc2ccccc21
→ 6.4%, -5.8%, ·, -1.0, 1.9, 8.8%
CC(C)COP(=O)(c1ccc(N(C)C)cc1)C(O)c1ccccn1 (stereo unspecified)
→ 8.3%, -20.0%, 12.9%, -2.6, 16.5, 1.4%
Cn1c(CCNC(=O)c2ccco2)nc2cc(NS(=O)(=O)c3ccccc3)ccc21
→ ?, 0.0%, ·, -5.9, -27.5, ?
COc1ccccc1C1SCCN1S(C)(=O)=O (stereo unspecified)
→ 6.6%, ?, -2.5%, -1.7, 15.1, ·
COc1ccc(C2N=C(N)N=C(N)N2c2ccccc2)cc1OC (stereo unspecified)
→ -8.0%, 1.7%, 2.62µM*, 3.6, 7.3, ?
NS(=O)(=O)c1ccc(CNC(=O)Cn2nc(C(F)F)cc2C(F)F)cc1
→ 6.5%, ·, -14.2%, ·, ·, 8.1%
Cc1nn(C)cc1/C=N/NC(=O)c1sc2ccccc2c1Cl
→ -4.0%, -1.6%, ?, 4.9, 25.0, ·
C=CCn1c2ccccc2c2nnc(SCN3C(=O)c4ccccc4C3=O)nc21
→ 19.0%, 1.3%, -35.2%, 7.8, -13.9, 1.1%
O=C(O)/C=C/c1ccc(-n2ccnc2)cc1
→ 1.8%, -1.1%, 37.2%[activator], -2.2, 23.2, 23.5%
O=C(Nc1ccccc1C(F)(F)F)c1cc(S(=O)(=O)N2CCC3(CC2)OCCO3)ccc1F
→ -16.5%, 8.6%, -96.2%, -4.5, 26.3, 3.1%

Additional records follow.
Results follow in this order: HCV inh, FBPA Giardia inh, Pf growth 96h, CHX counter, Shiga inhibitor, Pf growth 48h
O=C1CCCN2N=C(SCC(=O)Nc3ccc(OC(F)(F)F)cc3)SC2=N1
→ 24.8%, 9.9%, 11.7µM*, -2.9, 37.2, -17.4%
O/N=C1/CCCSc2ccccc21
→ 9.8%, -7.6%, -8.0%, -2.8, 8.3, 39.2%[activator]
Cc1ccc(C2=NN(C(=O)CCC(=O)O)C(c3ccc4c(c3)OCO4)C2)cc1 (stereo unspecified)
→ 5.7%, 8.0%, -0.8%, -3.9, -0.5, ?
O=C(/C=C/c1ccc2c(c1)OCO2)Nc1nncs1
→ 0.0%, 8.5%, 73.0%[activator], 29.6*, 44.6*, 231.4%[activator]
COc1cc(NC(=O)Cn2nnc(-c3ccncc3)n2)cc(OC)c1
→ ?, 3.5%, ·, 1.7, -8.5, 34.8%[activator]
CS(=O)(=O)c1ccc(C(=O)Nc2ccc(-c3nc4ccccc4[nH]3)cc2)cc1
→ -1.8%, 7.2%, -26.5%, 10.5, 40.5, 1.85µM*
NC(=S)N=Nc1c(O)[nH]c2cc(F)c(F)cc12
→ -3.9%, -14.5%, 9.28µM*, -2.6, -2.5, ?
O=C(Nc1cc(S(=O)(=O)N2CCOCC2)ccc1N1CCOCC1)c1cn2ccccc2n1
→ -34.7%, -9.8%, ?, -1.5, 35.5, ?
COc1ccc(-c2cc(=O)[nH]c3ccccc23)cc1
→ ?, ·, 2.0%, ·, ·, -11.9%
COc1ccc(C(=O)Nc2nnc(C3=COCCO3)o2)cc1
→ 8.7%, ·, ?, 11.9, 4.6, ?

The results go on.
Results follow in this order: HCV inh, FBPA Giardia inh, Pf growth 96h, CHX counter, Shiga inhibitor, Pf growth 48h
CCN(CC)S(=O)(=O)c1ccc(N(C)C)c(NC(=O)C2CCCC2)c1
→ -0.1%, -1.5%, 4.6%, -2.7, -13.7, -23.4%
CCC(C(=O)NCc1ccc(F)cc1)N(Cc1cccs1)C(=O)c1snc(C(N)=O)c1N (stereo unspecified)
→ -17.8%, -2.9%, 11.3%, -1.2, -9.0, -20.8%
Cc1cc(C(=O)Nc2ccccc2N2CCOCC2)ccc1[N+](=O)[O-]
→ -17.6%, -1.7%, ?, -4.1, -5.7, -2.9%
O=C(CCc1nnc(Cc2cccc(C(F)(F)F)c2)o1)NC1CC1
→ 16.7%, 0.6%, ?, 1.9, 15.5, 3.2%
Cc1ccc(C(C)C)c(OCCCN2C(=O)NC(C)(C)C2=O)c1
→ -12.5%, -4.5%, ?, -3.8, -8.9, ·
COCCNc1ccnc2c(Cl)cccc12
→ -7.2%, -8.8%, -6.4%, -1.0, 9.0, 22.3%
Cc1cc(Cl)ccc1C(=O)C1CCCN(C(=O)c2ccoc2)C1 (stereo unspecified)
→ 4.8%, 7.0%, -2.8%, 0.5, -9.2, -2.1%
c1ccc(-c2nnc(-c3ccco3)o2)cc1
→ 10.8%, 2.3%, 126.7%[activator], 43.0*, 114.6*, 220.9%[activator]
COc1ccc([C@]23Cc4ccccc4C(O2)C2=C(CC(C)(C)CC2=O)O3)cc1
→ ·, 6.8%[12.9 µM], 0.601µM*, 1.5, i, ?
Cc1ccc2c(c1)C1CN(C)CCC1N2S(=O)(=O)c1cccc(F)c1 (stereo unspecified)
→ -1.4%, ·, ?, ·, ·, ?

Molecules listed so far that have two or more sulfur atoms (3):
Results follow in this order: HCV inh, FBPA Giardia inh, Pf growth 96h, CHX counter, Shiga inhibitor, Pf growth 48h
COc1ccccc1C1SCCN1S(C)(=O)=O (stereo unspecified)
→ 6.6%, ?, -2.5%, -1.7, 15.1, ·
O=C1CCCN2N=C(SCC(=O)Nc3ccc(OC(F)(F)F)cc3)SC2=N1
→ 24.8%, 9.9%, 11.7µM*, -2.9, 37.2, -17.4%
CCC(C(=O)NCc1ccc(F)cc1)N(Cc1cccs1)C(=O)c1snc(C(N)=O)c1N (stereo unspecified)
→ -17.8%, -2.9%, 11.3%, -1.2, -9.0, -20.8%

Further compounds:
Results follow in this order: HCV inh, FBPA Giardia inh, Pf growth 96h, CHX counter, Shiga inhibitor, Pf growth 48h
C=CC(=O)N(CCC)C(c1ccccc1)c1ccccc1OC (stereo unspecified)
→ -12.2%, ·, ?, ·, ·, 13.1µM*
CN(CCc1ccccn1)C(=O)CC1C(=O)NCCN1Cc1cccc(F)c1 (stereo unspecified)
→ 6.6%, ·, -25.4%, -2.4, -25.5, -2.3%
C/C(CC(=O)Nc1ccc2c(c1)OCCO2)=N\NC(=O)COc1ccc(C)cc1Br
→ -15.0%, 9.8%, 19.2%, 1.2, 16.4, 6.6%
COc1ccc(-c2ccccc2)cc1NC(=O)c1cccs1
→ 7.94µM*, 6.0%, -12.0%, 0.6, -5.0, 5.1%
COC(=O)c1ccccc1NC(=S)N(Cc1ccc2c(c1)OCO2)Cc1cc2cc(OC)ccc2[nH]c1=O
→ 11.2µM*, -4.6%, 30.9%[activator], -1.2, -5.5, ?
CSc1nc2ccc(S(=O)(=O)N3CCOCC3)cc2s1
→ -26.6%, 0.7%, ?, -1.9, 20.9, -4.8%
CCN(CC(=O)NCc1ccccn1)S(=O)(=O)c1ccc(OC)cc1
→ 16.3%, 1.3%, -0.4%, -7.6, -8.0, 5.0%
Cc1cc(C(F)(F)F)nc(SCc2ccc(C(=O)O)o2)n1
→ 8.3%, 10.9%, 57.5%[activator], -0.6, 9.0, 23.7%
CCOC(=O)N1CCN(C(=O)C(=O)c2cn(CC(=O)N3CCCCCC3)c3ccccc23)CC1
→ 5.0%, ·, 11.7µM*, -2.6, -8.4, 11.7µM*
Cc1cccc(CSCCNC(=S)Nc2ccccc2)c1
→ ?, -2.5%, -10.4%, -1.8, 11.8, -25.2%

More records follow.
Results follow in this order: HCV inh, FBPA Giardia inh, Pf growth 96h, CHX counter, Shiga inhibitor, Pf growth 48h
Cc1ccc(C(C)C)c(OCC(=O)Nn2c(C)nc3ccccc3c2=O)c1
→ -16.0%, 1.6%, ?, -2.0, 0.7, ·
Cc1ccc(S(=O)(=O)CCC(=O)OCC(=O)N(C)CC(=O)Nc2ccc(F)cc2)cc1
→ 3.2%, ·, 26.6%, ·, ·, ?
COc1cc(C(c2sc3ncnn3c2O)N2CCN(c3ccccc3F)CC2)cc(OC)c1OC (stereo unspecified)
→ -24.7%, -1.8%, -27.6%, -6.9, -18.1, ·
Cc1ccc(NC(=O)c2cc(NC(=O)c3ccco3)ccc2N2CCOCC2)cc1
→ 12.6µM*, 6.9%, -1.1%, -3.9, -9.4, -11.2%
CCN1CCCC1CNC(=O)c1cc(OC)c(OC)c(OC)c1 (stereo unspecified)
→ 1.9%, -10.1%, -26.8%, 3.8, -15.6, ·
CC(C)N(C1=CC(=O)OC12CCCCC2)C(C)C
→ 14.6%, 2.3%, -2.8%, -2.2, 1.0, -7.1%
CCOc1ccc(-c2nnn(CC(=O)NCc3cccs3)n2)cc1
→ -7.0%, 1.6%, ?, 15.0, 16.4, 36.9%[activator]
Cc1ccc([N+](=O)[O-])cc1S(=O)(=O)NCc1cccnc1
→ 6.7%, 7.3%, -4.8%, 0.3, -1.4, 13.5%
O=S(=O)(Nc1c(F)cccc1F)c1ccc2c(c1)OCCO2
→ 1.3%, 2.5%, 0.0%, -5.1, -1.5, 15.9%
COc1ccccc1N1CCN(Cc2cc3c(cc2[N+](=O)[O-])OCO3)CC1
→ -5.2%, ?, -2.0%, 1.1, -1.0, -18.7%

Compound profiles, from the list above. Values in the order: HCV inh	FBPA Giardia inh	Pf growth 96h	CHX counter	Shiga inhibitor	Pf growth 48h
Cc1ccc(NC(=O)c2cc(NC(=O)c3ccco3)ccc2N2CCOCC2)cc1 as listed: 12.6µM*	6.9%	-1.1%	-3.9	-9.4	-11.2%
CCN1CCCC1CNC(=O)c1cc(OC)c(OC)c(OC)c1 (stereo unspecified) as listed: 1.9%	-10.1%	-26.8%	3.8	-15.6	·

Going on with the list.
Results follow in this order: HCV inh, FBPA Giardia inh, Pf growth 96h, CHX counter, Shiga inhibitor, Pf growth 48h
O=C(CCSc1nnc(-c2ccco2)o1)Nc1ccc(Cl)cc1
→ -24.1%, 23.9%, 27.5%, 9.7, 18.6, -3.2%
CC(C)CNC(=O)c1ccccc1Oc1ccccc1
→ -1.5%, 3.3%, 14.7µM*, -4.5, -5.8, ·
CCOc1ccc(-c2ccc(C=O)o2)c([N+](=O)[O-])c1
→ 5.6%, -0.1%, ?, -2.5, 16.6, 5.9%
COc1ccc(C2(CNC(=O)C(=O)Nc3ccc(C)cc3)CCOCC2)cc1
→ -0.4%, -8.6%, ?, 7.2, 14.6, ?
COc1ccc(CC(=O)NCc2ccc(F)cc2)cc1S(=O)(=O)N1CCOCC1
→ 4.7%, ·, ?, ·, ·, ?
CC1(C(=O)NCCN2CCOCC2)C=CCN1C(=O)c1ccccc1 (stereo unspecified)
→ -9.2%[8.37 µM], 0.3%&0.5%, 0.2%, 26.4*, 40.7*, 12.8%
CCC(NC(=O)c1oc2ccccc2c1COC)c1ccc(OC)cc1 (stereo unspecified)
→ -21.8%, 13.2%, ?, 1.1, 15.0, ?

Three compounds already listed, ordered by molar mass, lowest first:
Results follow in this order: HCV inh, FBPA Giardia inh, Pf growth 96h, CHX counter, Shiga inhibitor, Pf growth 48h
CC1(C(=O)NCCN2CCOCC2)C=CCN1C(=O)c1ccccc1 (stereo unspecified)
→ -9.2%[8.37 µM], 0.3%&0.5%, 0.2%, 26.4*, 40.7*, 12.8%
O=C(CCSc1nnc(-c2ccco2)o1)Nc1ccc(Cl)cc1
→ -24.1%, 23.9%, 27.5%, 9.7, 18.6, -3.2%
COc1ccc(CC(=O)NCc2ccc(F)cc2)cc1S(=O)(=O)N1CCOCC1
→ 4.7%, ·, ?, ·, ·, ?
